# Screens deposited in PubChem by several laboratories.
# MazF activator: activators of E. coli MazEF toxin-antitoxin RNase, primary screen, biochemical, fluorescence, uHTS. Endoribonuclease toxin MazF (Escherichia coli (strain K12)), P0AE70. FAM/BHQ RNA-DNA oligo cleavage fluorescence, 5 h. activation, % at 20 µM. 350,000 tested, 0.32% active; in the data active = activation above about 50%
# Target sequence (P0AE70 whole entry, looked up): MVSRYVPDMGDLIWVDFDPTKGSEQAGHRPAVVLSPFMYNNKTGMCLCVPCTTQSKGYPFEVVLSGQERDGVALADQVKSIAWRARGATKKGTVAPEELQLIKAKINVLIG
# Rv3671c protease: Rv3671c serine protease inhibitors, primary screen, biochemical, fluorescence polarization, M. tuberculosis H37Rv | P9WHR9 | inhibition, % at 5.96 µM | 320,000 tested, 0.048% active | AID 2606, 2010; in the data active = inhibition above about 38%;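 note: extracellular domain of Rv3671c used as enzyme; 0% = enzyme with DMSO and 100% = no enzyme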
# Target sequence (P9WHR9 whole entry, looked up, the tested form may be a part): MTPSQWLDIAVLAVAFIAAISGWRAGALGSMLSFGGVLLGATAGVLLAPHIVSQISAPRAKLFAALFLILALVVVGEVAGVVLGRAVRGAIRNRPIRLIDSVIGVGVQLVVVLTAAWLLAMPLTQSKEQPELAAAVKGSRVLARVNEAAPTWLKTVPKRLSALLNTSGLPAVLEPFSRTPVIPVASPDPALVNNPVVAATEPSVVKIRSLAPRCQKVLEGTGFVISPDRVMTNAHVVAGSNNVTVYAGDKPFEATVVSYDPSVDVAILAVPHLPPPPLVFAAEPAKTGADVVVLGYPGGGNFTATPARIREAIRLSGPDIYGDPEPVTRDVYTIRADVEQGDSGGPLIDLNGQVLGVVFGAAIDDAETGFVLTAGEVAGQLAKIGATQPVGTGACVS
# DUSP3 inh: VHR1 phosphatase inhibitors, primary screen, biochemical, absorbance, uHTS; Dual specificity protein phosphatase 3 (Homo sapiens), P51452; inhibition, % at 13.3 µM; recombinant VHR phosphatase, pNPP absorbance; 290,000 tested, 0.52% active; in the data active = inhibition above about 50%; note: some compounds called inactive have numbers as strong as hits
# Target sequence (P51452 whole entry, looked up): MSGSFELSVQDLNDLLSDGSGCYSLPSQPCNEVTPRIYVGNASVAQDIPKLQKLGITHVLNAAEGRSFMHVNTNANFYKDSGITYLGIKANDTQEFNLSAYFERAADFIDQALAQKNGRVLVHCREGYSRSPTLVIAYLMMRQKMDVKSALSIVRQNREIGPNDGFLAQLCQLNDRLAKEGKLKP
# Y pestis TopoI: Yersinia pestis topoisomerase I inhibitors, primary screen, biochemical, cleavage product accumulation, plate reader, single point; 360,000 tested, 0.064% active; Y. pestis Topo-I cleavage product accumulation; AID 504884, 2011; DNA topoisomerase I (Yersinia pestis CO92); activity, % at 10 µM; in the data active = activity above about 50%, passing the limit was not always enough; note: inactives centre near 2
# BH1578 lux ind: inducers of Vibrio cholerae quorum light production without autoinducers, primary screen, BH1578 luxS cqsA deficient, single point. AID 588436, 2011. V. cholerae BH1578 lux reporter, luminescence, 6 h. activation, % at 18.7 µM. 350,000 tested, 0.16% active; in the data active = activation mostly above about 9.7%, no sharp cut-off; note: not every result past the cut was called active; inactives centre near 0; reference of the scale not given here
# SSB-PriA inh: inhibitors of Klebsiella pneumoniae PriA binding to SSB C-terminal tail, primary screen, biochemical, AlphaScreen; AlphaScreen SSBct-PriA binding, biotinylated peptide; PriA–SSB C-terminal tail interaction (Klebsiella pneumoniae); inhibition, % at 33 µM; 430,000 tested, 0.6% active; AID 1272365, 2023; in the data active = inhibition mostly above about 37%, no sharp cut-off; inactive = mostly below about 20%;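 note: plate controls were negative control peptide for no effect and reference peptide for full effect; strong numbers were not always called active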
# PrPC surface inh: inhibitors of human cell surface prion protein PrPC, primary screen, cell-based, TR-FRET; Major prion protein (Homo sapiens), P04156; TR-FRET read-out; inhibition, % at 13.8 µM; 370,000 tested, 0.43% active; AID 720596, 2013; in the data active = inhibition above about 24%; note: 0% = median of the test wells and 100% = reference compound wells
# SARS 3CLpro inh: SARS-CoV 3CLpro protease inhibitors, primary screen, biochemical, quenched FRET; recombinant SARS-CoV 3CLpro, quenched FRET peptide cleavage; 290,000 tested, 0.14% active; inhibition, % at 6 µM; in the data active = inhibition above about 12%
# TcdB inh: TcdB glycohydrolase inhibitors, primary screen, biochemical, single point, plate reader. Toxin B (Clostridioides difficile), P18177. TcdB glycohydrolase enzymatic assay. inhibition, % at 9.99 µM. 350,000 tested, 0.24% active; in the data active = inhibition above about 10%
# CCHF vOTU inh: CCHFV vOTU protease inhibitors, primary screen, biochemical, Pep-AMC substrate, fluorescence | Crimean-Congo hemorrhagic fever virus L polyprotein viral ovarian tumor (vOTU) protease … | inhibition, % at 11.5 µM | 370,000 tested, 0.55% active; in the data active = inhibition above about 30%; note: 0% = vehicle wells with enzyme and 100% = no enzyme wells
# Starred values were filed as active, the others as inactive; i = inactive; x = not tested or not shown; & = joins results of further samples.
SMILES,MazF activator,Rv3671c protease,DUSP3 inh,Y pestis TopoI,BH1578 lux ind,SSB-PriA inh,PrPC surface inh,SARS 3CLpro inh,TcdB inh,CCHF vOTU inh
COc1ccc(C(=O)NNC(=O)C(=O)Nc2ccc(C)c(Cl)c2)cc1,-3,-9,9,-2,i,-12,4,4,0.6,14
CCOc1ccc(NC(=O)COc2coc(CN3CCc4ccccc4C3)cc2=O)cc1,-11,2,x,3,-1.4,-17,6,x,0.5,-1
N#C[C@@H]1N(Cc2ccccc2)C(=O)[C@H]2CC3C=CC21O3 (some centres not stated),-4,2,x,-6,-1.2,-5,-2,x,0.9,-7
Cc1cc(NCCO)nc(-n2nc(C)cc2C)n1,0,-3,-1,-8,-0.2,-22,-14,5,x,4
COc1ccc(NC2SC(=O)N(CC(=O)O)C2=O)cc1 (configuration not stated),6,9,43,5,-1.6,6,6,-2,x,-1
Cc1[nH][nH]c(=O)c1C(c1ccc(-c2cccc(C(=O)O)c2)o1)c1c(C)[nH][nH]c1=O,-7,-109,30,-4,-0.6,-6,3,3,-1.3,40*
CC(NC(=O)c1cc(S(=O)(=O)N2CCOCC2)cn1C)c1ccccc1 (configuration not stated),13,-1,21,19,i,-6,-2,1,-0.2,-6
Cc1cc(C)n(S(=O)(=O)c2ccc3ccccc3c2)n1,1,-6,-8,5,i,-8,-5,-7,x,1
CC1CC1C(=O)OCC(=O)Nc1ncc(Cl)cc1Cl (configuration not stated),-5,5,x,5,-0.3,1,-5,x,-0.4,-1
CC(C)Cc1nc(C#N)c(N2CCC(C(N)=O)CC2)o1,7,1,7,4,i,-4,6,4,0.3,13
CC(C)(C)n1ncc2c(=O)n(Cc3cccc(Cl)c3)cnc21,-1,-1,-5,5,-0.4,-13,2,5,4.6,3
Cc1ccccc1-c1nnc(-c2cccs2)o1,8,-9,14,29,-4.2,-12,2,2,0.6,-3
Clc1cccc(Cl)c1COn1nnc2ccccc21,-4,-11,26,-1,-2.2,-40,-6,1,x,-6
COc1cccc(NC(=O)N(C)C[C@H]2Oc3ncc(Br)cc3C(=O)N([C@H](C)CO)C[C@H]2C)c1,6,x,x,-7,i,x,-4,x,0.8&0.2,2
Cc1[nH]c2ccc(O)cc2c1CCN,-2,5,x,-4,-0.5,18,0,x,-2.9,2
O=S1(=O)C=C(Sc2nnc(-c3ccccc3)o2)c2ccccc21,15,5,-10,5,-8.4,-19,x,1,x,x
CCOC(=O)c1cnc2nc(Cc3ccccc3)[nH]n2c1=O,2,5,25,1,i,-2,2,-5,x,5
O=[N+]([O-])c1ccc(Nc2ccccc2F)nc1,4,13,11,0,i,-17,-8,2,1.2,1
O=Cc1ccc(OC(=O)C2CC(=O)N(c3ccc(F)cc3)C2)cc1 (configuration not stated),5,-6,51*,-4,3.1,-15,8,-5,x,8
CCc1ccccc1NC(=O)C1CCCC1,-2,5,x,1,0.6,0,-5,x,0.7,8
CC(=O)Nc1ccc(S(=O)(=O)N[C@@H](C)C(=O)OCC(=O)c2ccc(C)cc2)cc1,0,2,x,-1,0.4,-1,6,x,0.7,-11
O=C1c2ccccc2C(=O)N1CC(O)COc1ccccc1Cl (configuration not stated),2,8,-4,3,i,-19,-4,0,2.4,6
CC(=O)c1ccc(NC(=S)NCc2ccco2)cc1,13,-6,18,-9,-1.9,16,-8,1,-0.9,-1
CCN1CCCc2cc(CN(CCN3CCOCC3)C(=S)Nc3ccc(OC)cc3)ccc21,-10,10,22,9,i,15,2,1,-15,15
CN(C)CCN(C(=O)c1ccc(Br)s1)c1nc2cc3c(cc2s1)OCCO3,10,6,-3,11,-0.3,-3,-3,1,0.7,3

# Entries of single compounds as entered above. Order of screens: MazF activator, Rv3671c protease, DUSP3 inh, Y pestis TopoI, BH1578 lux ind, SSB-PriA inh, PrPC surface inh, SARS 3CLpro inh, TcdB inh, CCHF vOTU inh
# `CCOC(=O)c1cnc2nc(Cc3ccccc3)[nH]n2c1=O` in the list: 2, 5, 25, 1, i, -2, 2, -5, x, 5
# `CC(C)Cc1nc(C#N)c(N2CCC(C(N)=O)CC2)o1` in the list: 7, 1, 7, 4, i, -4, 6, 4, 0.3, 13
# `O=Cc1ccc(OC(=O)C2CC(=O)N(c3ccc(F)cc3)C2)cc1` (configuration not stated) in the list: 5, -6, 51*, -4, 3.1, -15, 8, -5, x, 8
# `Cc1[nH][nH]c(=O)c1C(c1ccc(-c2cccc(C(=O)O)c2)o1)c1c(C)[nH][nH]c1=O` in the list: -7, -109, 30, -4, -0.6, -6, 3, 3, -1.3, 40*
# `Cc1[nH]c2ccc(O)cc2c1CCN` in the list: -2, 5, x, -4, -0.5, 18, 0, x, -2.9, 2

# (cont.)
SMILES,MazF activator,Rv3671c protease,DUSP3 inh,Y pestis TopoI,BH1578 lux ind,SSB-PriA inh,PrPC surface inh,SARS 3CLpro inh,TcdB inh,CCHF vOTU inh
C/C(=C/c1ccccc1)C(=O)N1CCN(c2ccc(F)cc2)CC1,1,-1,23,28,0.8,-9,7,-5,4.1,-10
Cc1csc(NC(=O)c2cccc(S(=O)(=O)N3CCN(C)CC3)c2)n1,1,0,22,6,i,3,-3,1,1.5,14
CC12C(C(=O)O)C1(c1ccccc1)C2C(=O)O (configuration not stated),3,x,x,3,-1.2,-18,5,x,1.2,6
CCCCNC(=O)CCn1nc(-c2ccccc2)ccc1=O,0,-2,15,4,-0.4,-7,-1,-1,x,-19
CCN(CC)CCNC(=O)c1cc(-c2ccc(Br)s2)nc2ccccc12,30,1,-2,-25,-1.6,-2,18,-2,-2.8,-34
CC(C)CCNC(=O)CN(Cc1ccccc1Cl)C(=O)CCC(=O)Nc1ccccn1,-29,6,-7,17,-0.1,-20,3,2,0.9,-4
COc1ccc(C2SCCN2C(=S)Nc2ccc(Cl)cc2)cc1 (configuration not stated),-1,-6,8,1,-0.2,-16,7,7,x,4
CCc1cc2cc(C)cc(C)c2[nH]c1=S,4,4,-1,7,-0.2,1,7,3,-0.2,1
COc1ccc(-c2cc(C(=O)Nc3cccc(S(=O)(=O)NCc4ccco4)c3)c3ccccc3n2)cc1OC,-7,-157,5,-2,-3.7,-16,13,2,3.0,-14
CC(CNC(=O)c1ccc(C(C)(C)C)cc1)CN(C)C (configuration not stated),4,-19,27,-3,-0.4,-1,-6,6,0.5,-8
Cc1ccccc1N1CCN(C2CCCN(C(=O)c3cc(CC(C)C)nn3C)C2)CC1 (configuration not stated),3,-5,10,31,0.5,-2,3,-1,1.3,4
CCCCC(CC)C(=O)NCCc1ccc(S(N)(=O)=O)cc1 (configuration not stated),-1,-2,2,10,-5.9,-5,-1,-4,x,23
O=[N+]([O-])c1ccc(F)cc1F,-2,0,x,3,-0.3,-6,6,x,0.6,-6
CCOc1ccc(NC(=O)C(CC(=O)O)Cc2ccc(Br)cc2)cc1 (configuration not stated),4,2,8,2,-0.5,0,3,-2,-1.3,1
Cc1ccc(-c2csc(NC(=O)c3cccc([N+](=O)[O-])c3C(=O)O)n2)cc1,1,1,-7,3,-0.9,-14,-3,10,0.5,-9
CC(C)Cc1ccc(S(=O)(=O)NCC2CCCO2)cc1 (configuration not stated),1,4,-8,-1,1.7,-8,2,-3,1.6,-8
O=C(CN1CCN(S(=O)(=O)c2ccc(Cl)cc2)CC1)NCc1cccs1,-1,9,x,17,2.4,-7,2,x,-3.7,-3
O=S(=O)(c1ccc(Cl)c(NC(=S)Nc2cccc(O)c2)c1)N1CCOCC1,-9,4,-2,-6,-0.6,4,6,2,1.7,7
CCOC(=O)c1ccc(COC(=O)c2cc(=O)[nH]c3ccccc23)o1,6,3,6,26,-0.2,1,6,5,x,-2
CN(C(=O)Cn1nnc(-c2cccc(C(F)(F)F)c2)n1)C1CCCCC1,9,-3,16,-3,i,-5,8,-1,x,18
O=S(=O)(NCCSc1ccccc1)c1ccc2c(c1)OCCO2,6,-10,9,18,i,-18,2,5,x,-9
Cc1ccc2oc(C(=O)N3CCC(N4CCSCC4)CC3)c(C)c2c1,6,-6,10,-3,i,6,6,2,-6.1,12
CCCS(=O)(=O)N1CCC(C(=O)NC2CCCC(C)C2C)CC1 (configuration not stated),2,-1,2,-4,-0.5,7,-8,-2,x,0
O=C(CN(Cc1ccco1)C(=O)c1ccc(Cl)cc1)Nc1c(Cl)cc(Cl)cc1Cl,-14,-3,-8,2,-4.1,-2,-1,2,x,-7
N#CC1(Nc2ccc([N+](=O)[O-])cc2)CCCC1,-1,x,x,-1,x,4,12,x,-0.3,7
# The results go on.
SMILES,MazF activator,Rv3671c protease,DUSP3 inh,Y pestis TopoI,BH1578 lux ind,SSB-PriA inh,PrPC surface inh,SARS 3CLpro inh,TcdB inh,CCHF vOTU inh
Cc1cccc(-c2nnc(N)s2)c1,2,2,-8,4,i,-5,-2,3,x,7
Cc1cc(Cl)ccc1OCc1nc(-c2ccncc2)no1,-2,0,9,x,x,-36,5,1,-1.5,7
NS(=O)(=O)c1cccc(NC(=O)CN2CCCc3ccccc32)c1,-1,-6,26,-17,-0.3,4,-6,-1,-1.4,6
O=C(COC(=O)CC(c1ccccc1)c1ccccc1)Nc1c(F)cccc1F,x,-18,-7,x,x,x,11,1,x,-1
O=C(CNC(=O)c1sc2ccccc2c1Cl)NCc1ccccc1,2,-17,5,7,i,1,-38,-5,0.1,3
COC(=O)CC1C(=O)NC2CCCCC2N1C(=O)CCl (configuration not stated),6,4,8,-2,-0.4,-2,6,-2,-0.3,-16

# Of the compounds above, 2 contain a tert-butyl group.
SMILES,MazF activator,Rv3671c protease,DUSP3 inh,Y pestis TopoI,BH1578 lux ind,SSB-PriA inh,PrPC surface inh,SARS 3CLpro inh,TcdB inh,CCHF vOTU inh
CC(C)(C)n1ncc2c(=O)n(Cc3cccc(Cl)c3)cnc21,-1,-1,-5,5,-0.4,-13,2,5,4.6,3
CC(CNC(=O)c1ccc(C(C)(C)C)cc1)CN(C)C (configuration not stated),4,-19,27,-3,-0.4,-1,-6,6,0.5,-8

# Only part of the results is shown; count on the stated rates, not on these rows.
